# Source: PubChem (National Center for Advancing Translational Sciences (NCATS))
# p53null 39C kill: p53 null cell cytotoxicity, nonpermissive temperature. H1299 p53-null (neo) cells, 39C, ATPlite viability, 24 h. Potency, µM (doses to about 46.1 µM), for the others: top-dose activity, negative = cell killing, usual class: cytotoxic. 55,000 tested, 0.97% active. AID 904;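 further: potency means the concentration at half of the fitted maximal effect; 0% = DMSO only and -100% = full killing by 100 µM tamoxifen; nearly all actives have a fitted effect of over 50% in size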
#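 Luminescent ATP signal reported cell survival after H1299 lines (neo, p53 null; or p53 A138V) received up to 46 uM compound and 24 hr incubation at 39C.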
# NTMT1 inhibitor: blocks human N-terminal methyltransferase 1 activity | 59,000 tested, 2.5% active | Potency, µM (highest dose often 114 µM), for the others: at the highest dose activity change, negative = inhibition, actives largely listed as inhibitors | NTMT1 MTase-Glo SAH luminescence, purified enzyme;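 further: potency means the concentration at half of the fitted maximal effect; plate controls were DMSO vehicle for no effect and no enzyme for full effect; nearly all actives have a fitted effect of over 65% in size; many of its hits are not listed in these tables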
# GALK inh: inhibitors of human galactokinase (GALK); P51570; recombinant GALK, Kinase-Glo ATP luminescence, 1 h; Potency, µM (titrated, usually from 57.5 µM), for the others: at the highest dose activity, negative = inhibition, usual class: inhibitors; 44,000 tested, under 10 active; AID 1347072;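 further: plate controls were full GALK reaction for no effect and reaction lacking GALK for full effect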
#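 5 nM GALK with 35 µM ATP and 100 µM galactose in HEPES pH 8.0, MgCl2, NaCl, DTT, BSA; 1 h RT reaction, remaining ATP detected by Kinase-Glo Plus luminescence after 10 min; qHTS concentration series.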
# FH mod: Identification of activators of human fumarate hydratase by quantitative high-throughput screening. FH coupled MDH/diaphorase resazurin fluorescence, 15 min. 54,000 tested, 0.22% active. Potency, µM (top dose mostly 79.9 µM), inactives show top-dose activity change, negative = inhibition, usual class: inhibitors. Fumarate hydratase, mitochondrial (Homo sapiens), P07954; further: potency means the concentration at half of the fitted maximal effect; on the % scale 0 is the no-effect control and ±100 the full control effect; the screen sought activators but most active calls are inhibition curves; nearly all actives have a fitted effect of over 45% in size
# Target sequence (P07954 whole entry, looked up): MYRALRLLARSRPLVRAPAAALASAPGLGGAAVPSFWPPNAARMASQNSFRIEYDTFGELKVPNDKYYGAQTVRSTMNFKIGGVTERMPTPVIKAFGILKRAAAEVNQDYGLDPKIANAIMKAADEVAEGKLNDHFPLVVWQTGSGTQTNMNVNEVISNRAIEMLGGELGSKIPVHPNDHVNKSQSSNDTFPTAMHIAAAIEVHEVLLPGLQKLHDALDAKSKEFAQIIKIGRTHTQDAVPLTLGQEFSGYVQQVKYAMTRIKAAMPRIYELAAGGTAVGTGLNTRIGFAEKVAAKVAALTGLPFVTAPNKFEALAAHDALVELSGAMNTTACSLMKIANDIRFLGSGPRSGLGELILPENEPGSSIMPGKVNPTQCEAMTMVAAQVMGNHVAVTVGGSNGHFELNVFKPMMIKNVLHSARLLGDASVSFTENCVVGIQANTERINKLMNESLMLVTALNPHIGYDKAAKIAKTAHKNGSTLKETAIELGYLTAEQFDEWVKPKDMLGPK
# p53null 32C tox: kills p53 null cells at the permissive temperature. H1299-neo p53 null cells, ATP luminescence, 24 h, 32C. Potency, µM (doses to about 46.1 µM), inactives show at the top dose activity change, negative = cytotoxicity, most hits filed as cytotoxic. 55,000 tested, 0.62% active. AID 903;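 further: potency means the concentration at half of the fitted maximal effect; 0% = DMSO only and -100% = full killing by 100 µM tamoxifen; nearly all actives have a fitted effect of over 55% in size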
#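 AC50 values derive from Hill modelling of qHTS concentration-response data (up to 46 uM) in H1299-neo cells. Cells were treated 24 h at 32C following overnight attachment at 37C; viability was read as cellular ATP.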
# TSG101-PTAP inh: blocks PTAP binding to human TSG101, validation; Q99816; Fluorescence polarization, FITC-PTAP peptide/Tsg101, 20 min; Potency, µM (top dose mostly 115 µM), without a hit: top-dose activity change, negative = inhibition, most hits filed as inhibitors; 44,000 tested, under 10 active; AID 1347069; further: potency means the concentration at half of the fitted maximal effect; 0% is about no effect
#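 FITC-labeled PTAP peptide (50 nM final) binding to Tsg101 binding domain (10 uM final) read by fluorescence polarization after 20 min at r.t. in HEPES pH 7.5 buffer. Actives by CRC class, <25 µM.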
# B2AR arrestin ag: agonists recruiting beta-arrestin to human beta2-adrenergic receptor; AID 1347077; 44,000 tested, under 10 active; HTLA Tango cells, beta-arrestin recruitment, luciferase luminescence, 18 h; Potency, µM (top dose mostly 46.1 µM), inactives show top-dose activation, hits mostly activators;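 further: potency means the concentration at half of the fitted maximal effect; 0% = DMSO and full agonism = EC100 isoproterenol or metaproterenol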
# Target sequence (P07550 whole entry, looked up): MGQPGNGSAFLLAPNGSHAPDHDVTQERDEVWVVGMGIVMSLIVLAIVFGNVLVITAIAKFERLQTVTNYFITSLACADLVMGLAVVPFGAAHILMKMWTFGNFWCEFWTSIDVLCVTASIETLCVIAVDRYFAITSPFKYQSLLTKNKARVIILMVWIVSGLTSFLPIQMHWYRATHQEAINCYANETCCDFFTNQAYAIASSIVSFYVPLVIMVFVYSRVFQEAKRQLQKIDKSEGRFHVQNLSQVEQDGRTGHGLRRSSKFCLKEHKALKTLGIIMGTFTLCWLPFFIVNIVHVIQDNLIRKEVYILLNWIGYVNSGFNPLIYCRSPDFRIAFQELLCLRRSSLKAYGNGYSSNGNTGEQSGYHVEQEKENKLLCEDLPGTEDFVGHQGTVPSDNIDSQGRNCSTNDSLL
#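 Luminescence read-out: arrestin recruitment to recombinant beta2-AR releases tTA, inducing luciferase. Cells exposed 18 hr at 37 degrees C to up to 46 microM compound; %Activity from corrected signal, concentration-response curves classified by r2, magnitude and efficacy.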
# An asterisk follows results filed as active; ? = inconclusive; / = no result given; [ ] = another dose, or the depositor's remark. The call rests on the fitted dose curve; in most records, active means well fitted curve in the direction sought with a large enough effect; inconclusive means small, poorly fitted or top-dose-only effect, or another doubt; inactive means no such curve, though single readings can be large; an effect the other way counts as inactive or inconclusive. This is a subset; the hit share may differ from the screen's.
SMILES,p53null 39C kill,NTMT1 inhibitor,GALK inh,FH mod,p53null 32C tox,TSG101-PTAP inh,B2AR arrestin ag
CCOC(=O)c1c(NC(=O)CS(=O)(=O)c2ccc(Cl)cc2)sc2c1CCCC2,24%,-2%,1%,-22%,1%,2%,-1%
O=C(CNS(=O)(=O)c1cccs1)N1CCN(c2ccccc2Cl)CC1,-5%,-1%,0%,-9%,-2%,1%,2%
CCOC(=O)C1(C)C=C(Nc2ccc(C(N)=O)cc2)C(=O)N1c1ccccc1 (centres undefined),20%,3%,1%,-8%,-5%,-4%,1%
CCCOc1ccc(-c2cccc(NS(=O)(=O)c3ccc(CC)cc3)c2)nn1,?,-13%,-1%,?,32%[activator],-1%,2%
COc1cccc(C(=O)N2CC(=O)Nc3ccc(C)cc3C2c2ccc(F)cc2)c1OC (centres undefined),2%,4%,0%,2%,-1%,-1%,-1%
CCCCOc1ccc(C(=O)N2CCN(CCc3ccncc3)CC2)cc1,6%,-4%,-4%,-8%,-10%,1%,-4%
COc1ccc(-c2cc3nc(-c4ccc(C)cc4)cc(C(F)(F)F)n3n2)cc1,-6%,-18%,-1%,8%,-1%,1%,-2%
COc1ccc(CCNC(=O)C2=C(C)C(=O)OC23CCCCC3)c(OC)c1OC,7%,10%,1%,-1%,1%,-3%,1%
CSc1nc(=O)c2c(n1C)NC(=O)CC2c1ccccc1OC(C)C (centres undefined),-9%,8%,5%,3%,-12%,-2%,-3%
Cc1oc2ncn(C)c(=O)c2c1C(=O)Nc1ccc(F)cc1,-6%,19%,0%,-6%,-4%,4%,-1%
CC(=O)c1ccc(NS(=O)(=O)c2cccc(S(=O)(=O)c3ccc(Cl)cc3)c2)cc1,-8%,?,-7%,-13%,?,-1%,0%
CN1C(=O)Cc2cc(S(=O)(=O)CCC(=O)Nc3cccc(C(F)(F)F)c3)ccc21,-2%,12%,-2%,-11%,-1%,-1%,1%
Cc1cc(C)cc(NC2=C(c3ccccc3)C(=O)c3ccccc32)c1,?,/,-10%,/,8%,3%,-2%
Cc1ccc(-c2nn(-c3ccc(F)cc3F)c3c2cnc2c(F)cccc23)cc1,-11%,-4%,-1%,3%,-6%,0%,-1%
CC(C)c1ccc2c(c1)NC(c1ccncc1)=NC(c1cccs1)=N2,1%,-12%,3%,-31%,7%,2%,-1%
COc1ccc(-c2nc3sc(CCNC(=O)C(=O)Nc4cc(F)ccc4F)c(C)n3n2)cc1,9%,11%,-3%,7%,2%,3%,-3%
CCc1ccc(NC(=O)CC2C(=O)N(c3ccc(OC)cc3)C(=O)N2Cc2ccc(OC)cc2)cc1 (centres undefined),3%,10%,1%,-1%,-1%,-3%,?
CCOC(=O)c1ccc(NC(=O)CCc2c(C)nc3c(c(C)nn3C(C)(C)C)c2C)cc1,-5%,3%,6%,-18%,73%[activator],-1%,-2%
C=C(C)CSc1nc2sc3c(c2c(=O)n1CCCC)CCCC3,11%,/,3%,/,4%,-7%,0%
CCOC(=O)c1cc2c(=O)n3ccccc3nc2n(Cc2ccco2)c1=NC(=O)c1cccc(C)c1,7%,-9%,3%,-12%,-8%,-7%,0%
Cc1cc(C)c(NC(=O)CN2C(=O)c3cccnc3Sc3ccccc32)c(C)c1,-17%,-17%,-2%,4%,-6%,3%,1%
COc1ccc(NC(=O)c2ccc3c(c2)c(C)c(C)n3Cc2ccc(F)cc2)c(OC)c1,-5%,17%,-2%,-16%,6%,3%,0%
COc1ccccc1-c1noc(-c2ccc(N3CCN(c4ccccc4)CC3)c([N+](=O)[O-])c2)n1,-6%,?,-12%,-12%,-10%,0%,1%
Cc1cccc(N2CCN(C(=O)CN3C(=O)CSc4c3c(C)nn4-c3ccccc3)CC2)c1C,-20%,3%,1%,4%,2%,0%,-1%
CSc1ccc(CCNc2ncnc3onc(C)c23)cc1,-14%,?,1%,-3%,-8%,-6%,-1%
CCOc1ccccc1CNC(=O)CCCn1ncn2c(cc3occc32)c1=O,7%,-14%,-2%,-8%,-2%,-2%,-3%
Cc1ccc(OCC(=O)OCc2cc(=O)n3nc(-c4cccs4)sc3n2)cc1,-6%,-5%,1%,3%,11%,-5%,0%
CC(C)c1ccc(NC(=O)Cn2c(=O)n(CC3CCC(C(=O)NCCc4ccccc4)CC3)c(=O)c3ccccc32)cc1 (centres undefined),11%,1%,0%,5%,0%,2%,0%
CC(C)c1cnc2c(c1SCC(=O)Nc1ccc(OC(F)(F)F)cc1)c(=O)n(C)c(=O)n2C,-9%,-5%,-2%,-5%,3%,-1%,0%
COc1ccc(CCNC(=O)c2nc(SCc3ccc(F)cc3)ncc2Cl)cc1OC,-18%,7%,2%,-14%,9%,-1%,0%
COc1ccc(-c2cc(OC(=O)c3ccccc3Cl)c3c(C)oc(C)c3c(=O)c2)cc1OC,-2%,7%,-1%,?,8%,1%,0%
Cc1ccccc1CN1CCC(CNC(=O)c2cc3ccc4cccnc4c3[nH]2)CC1,1%,-10%,1%,10%,17%,-1%,0%
CCN(CC)C(=O)CSc1nc2cc3c(cc2c(=O)n1Cc1ccc(C(=O)NCCc2ccc(OC)c(OC)c2)cc1)OCO3,5%,7%,0%,-21%,4%,-3%,-1%
COc1ccc2oc(=O)c(C(=O)NCCc3c(C)[nH]c4c(Cl)cccc34)cc2c1,-7%,2%,9%,-16%,-23%,4%,1%
CCCCNC(=O)Cn1c(=O)cc(C)c2c(C)nn(-c3cccc(Cl)c3C)c21,2%,5%,0%,1%,-1%,-6%,3%
COc1ccc(Nc2nc(-c3ccccc3)c3cc(Br)ccc3n2)cc1,12%,?,0%,-19%,3%,-2%,1%

# Compound profiles, from the list above. Values in the order: p53null 39C kill | NTMT1 inhibitor | GALK inh | FH mod | p53null 32C tox | TSG101-PTAP inh | B2AR arrestin ag
# Results for `CSc1ccc(CCNc2ncnc3onc(C)c23)cc1` = -14% | ? | 1% | -3% | -8% | -6% | -1%
# Results for `COc1ccc2oc(=O)c(C(=O)NCCc3c(C)[nH]c4c(Cl)cccc34)cc2c1` = -7% | 2% | 9% | -16% | -23% | 4% | 1%

# Further records.
SMILES,p53null 39C kill,NTMT1 inhibitor,GALK inh,FH mod,p53null 32C tox,TSG101-PTAP inh,B2AR arrestin ag
Cc1ccc(CNc2nc3c(c(=O)n(C)c(=O)n3C)n2Cc2ccc(Cl)cc2)cc1,5%,-2%,1%,-11%,-7%,-1%,-1%
CCc1ccc(-n2cnc3cc(C(=O)NCc4ccc(C)cc4)ccc32)cc1,4%,16%,-1%,-26%,48%[activator],-3%,8%
COc1ccc(OC)c(Nc2cc(C(=O)NCc3ccccc3)c3ccccc3n2)c1,-6%,10%,-1%,-6%,-6%,-3%,1%
CC(NC(=O)c1ccc(Nc2nc3ccccc3n3nnnc23)cc1)c1ccccc1 (centres undefined),-21%,?,-1%,-1%,-8%,-3%,0%
COc1ccccc1CCNC(=O)c1cccn1-c1nnc(N2CCCCC2)s1,-2%,-10%,0%,-22%,-12%,2%,0%
COc1ccccc1NC(=O)CSc1ncc(CO)n1Cc1ccc(F)cc1,?,?,0%,3%,-5%,-3%,0%
COc1ccc(-c2cc(C(=O)O)n(Cc3ccccc3)n2)cc1,14%,6%,0%,-21%,4%,-4%,-1%
CCc1nn2c(=O)cc(COC(=O)c3cccs3)nc2s1,-19%,-6%,1%,6%,-7%,3%,3%
CCOC(=O)c1cnc2cc(-c3ccc(Cl)cc3)nn2c1-c1ccccc1,-1%,-11%,3%,-9%,-2%,0%,-1%
CC1=C(C(=O)NCc2cccc(Cl)c2)C2(CCCCCC2)OC1=O,-14%,-15%,-1%,-14%,-14%,0%,1%
Cc1ccc(-n2c(=O)c3cccnc3n2CC(=O)NCc2ccc(Cl)cc2)cc1,-4%,-3%,-1%,1%,7%,-1%,0%
Cc1ccc(Cl)cc1NC(=O)CSCc1cnn(-c2ccccc2)c1-n1cccc1,41%[activator],8%,3%,-37%,33%[activator],-1%,0%
CC1=C(C(=O)Nc2cccc(F)c2)C2(CCCCC2)OC1=O,17%,14%,4%,-2%,?,0%,-1%
CC1=C(c2ccc(F)cc2)S(=O)(=O)NC1=NCc1ccccc1F,5%,?,3%,-5%,-14%,1%,-1%
Cc1ccc(Cl)cc1NC(=O)CC1Sc2ccccc2NC1=O (centres undefined),-6%,11%,0%,-2%,5%,1%,-2%
Cc1ccc2nc(NC(=O)CSc3nccn3-c3ccc(Cl)cc3)sc2c1,13%,3%,3%,5%,-13%,-2%,0%
CCN(CC)c1ccc(NS(=O)(=O)c2ccc(-c3coc(C)n3)cc2)c(C)c1,3%,-9%,0%,?,59%[activator],-13%,-1%
CCN(C(=O)c1cc2c(Cl)nc3ccc(C)cc3c2s1)c1cc(OC)ccc1OC,24%,3%,7%,-32%,0%,0%,-1%
CCc1ccccc1NC(=O)C(=O)c1cc(C)n(-c2ccccc2F)c1C,-12%,-1%,?,-10%,-5%,0%,-3%
Cc1ccc(Cn2c(C)c(CNCc3ccc(OC(C)C)cc3)c(C(=O)O)c2C)cc1,9%,?,1%,7%,6%,0%,0%
COc1cccc(NC(=O)CSc2nc(=O)n(Cc3ccccn3)c3c2CCC3)c1,-1%,3%,-2%,-3%,-4%,-4%,-4%
COc1ccccc1CCNC(=O)Cc1ccc(NC(=O)N2CCSc3ncccc32)cc1,29%,6%,0%,1%,-2%,4%,1%
CCOc1cccc2sc(N(Cc3cccnc3)C(=O)c3ccco3)nc12,7%,3%,1%,17%,-5%,0%,-4%
O=C1CC(c2cccc(Cl)c2Cl)c2cc3c(cc2N1)OCCO3 (centres undefined),0%,-6%,7%,-29%,25%,-1%,0%
Cc1cc2nc(-c3ccc(OCc4ccc(F)cc4)cc3)cc(C(F)(F)F)n2n1,9%,17%,2%,-1%,0%,-5%,1%
CCOc1ccc(CCNC(=O)c2ccc(-c3nc(CSc4ccccc4)c(C)o3)cc2)cc1,-10%,10%,-5%,29%,2%,1%,1%
O=C(C1CCN(S(=O)(=O)Cc2ccccc2)CC1)N1CCN(c2cccc(Cl)c2)CC1,44%[activator],/,2%,/,-6%,-6%,-2%
Cc1cccc(C)c1NC(=O)NCCCN1CCN(c2ccccc2)CC1,10%,-4%,5%,-2%,6%,0%,1%
CC(C)OCCCNC(=O)CCCn1c(SCC(=O)c2ccc(Br)cc2)nc2c(sc3ccccc32)c1=O,-4%,13%,0%,-19%,-1%,-2%,1%

# In another format: results already given
# Values run as follows: p53null 39C kill	NTMT1 inhibitor	GALK inh	FH mod	p53null 32C tox	TSG101-PTAP inh	B2AR arrestin ag
Cc1cc2nc(-c3ccc(OCc4ccc(F)cc4)cc3)cc(C(F)(F)F)n2n1
 : 9%	17%	2%	-1%	0%	-5%	1%
CCOc1ccc(CCNC(=O)c2ccc(-c3nc(CSc4ccccc4)c(C)o3)cc2)cc1
 : -10%	10%	-5%	29%	2%	1%	1%
O=C(C1CCN(S(=O)(=O)Cc2ccccc2)CC1)N1CCN(c2cccc(Cl)c2)CC1
 : 44%[activator]	/	2%	/	-6%	-6%	-2%
Cc1cccc(C)c1NC(=O)NCCCN1CCN(c2ccccc2)CC1
 : 10%	-4%	5%	-2%	6%	0%	1%
